Screens from PubChem.
DRD3 antagonist: D3 dopamine receptor (human) antagonism. max response, negative = inhibition, %. D3R cells, DiscoveRx beta-arrestin luminescence, antagonist mode; hits give low values. P35462. 2.5% of 360,000 active; in the data active = max response below about -50%; inconclusive = no clear call, values can overlap the other calls; note: % is set by controls: 0 for no effect and ±100 for the full control effect; mostly tested at two doses, the higher about 12 µM
Target sequence (P35462 whole entry, looked up): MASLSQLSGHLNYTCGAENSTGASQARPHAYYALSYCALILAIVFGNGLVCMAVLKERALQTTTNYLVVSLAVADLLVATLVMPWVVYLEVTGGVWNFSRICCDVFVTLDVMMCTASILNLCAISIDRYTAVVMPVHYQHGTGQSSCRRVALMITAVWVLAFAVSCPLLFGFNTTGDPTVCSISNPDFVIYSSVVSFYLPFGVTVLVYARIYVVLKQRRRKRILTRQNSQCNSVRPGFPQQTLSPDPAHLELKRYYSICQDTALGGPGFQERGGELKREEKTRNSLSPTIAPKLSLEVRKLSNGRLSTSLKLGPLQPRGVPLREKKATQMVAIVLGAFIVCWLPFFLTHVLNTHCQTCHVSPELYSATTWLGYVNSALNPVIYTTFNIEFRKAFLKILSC
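Cells plated overnight at 1500 cells/well, then exposed to library compounds with dopamine controls for 90 minutes at 37 degrees C. DiscoveRx reagent added for 30–60 minutes at room temperature; luminescence read, quantitative HTS format.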
D3 ag: agonists of human D3 dopamine receptor. D3R DiscoveRx beta-arrestin cells, luminescence, 90 min. P35462. 0.58% of 410,000 active. max activation, %; in the data active = max activation above about 30%; note: 0% is about no effect; mostly tested at two doses, the higher about 12 µM
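Agonist-mode cell screen: cells plated at 1500/well and incubated overnight at 37 °C, then exposed to library compounds for 90 min at 37 °C. Detection reagent was added for 30–60 min at room temperature, and luminescence was read.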
EPAC2 antagonist: antagonists of human EPAC2; Q8WZA2; 0.18% of 360,000 active; EPAC2 GEF exchange of Rap1B-BODIPY-GDP, fluorescence; Potency, µM (doses to about 114 µM), inactives show top-dose activity, negative = inhibition, most hits filed as inhibitors; note: potency is the fitted concentration of half-maximal effect; % is set by controls: 0 for no effect and ±100 for the full control effect; nearly all actives have a fitted effect of over 45% in size; many of its hits are not listed in these tables
EPAC2 agonist: agonists of human EPAC2 (RAPGEF4); Q8WZA2; EPAC2 activation, biochemical qHTS; response scale: 100% = 6.5 mM cAMP response; Potency, µM (highest dose often 154 µM), without a hit: at the highest dose activation, most hits filed as activators; 0.079% of 360,000 active; note: potency is the fitted concentration of half-maximal effect; nearly all actives have a fitted effect of over 50% in size
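Guanine nucleotide exchange by EPAC2 is measured as reduced fluorescence of BODIPY-GDP once it is released from 250 nM Rap1B. Plates are read kinetically for 30 min at room temperature; results are scaled to 6.5 mM cAMP.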
TDP43 rescue: rescues yeast growth from TDP-43 toxicity; TDP-43 expressing yeast growth rescue, BacTiter-Glo, 24 h; Potency, µM (titrated, usually from 46.1 µM), for the others: at the top dose growth rescue (activation), hits mostly activators; 1.8% of 410,000 active; AID 652104; note: potency is the fitted concentration of half-maximal effect; % of control where 0% means no effect; nearly all actives have a fitted effect of over 50% in size
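Yeast cells expressing TDP-43 under galactose induction are exposed to compounds for 24 hr at 30 deg C. BacTiter-Glo luminescence measures growth, so protective compounds score as activators.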
FUS suppressor: suppressors of FUS proteinopathy in yeast; S. cerevisiae FUS-expressing, growth rescue, OD600, 24 h; 0.24% of 390,000 active; AID 1347120; Potency, µM (titrated, usually from 76.6 µM), inactives show at the highest dose growth rescue (activation), actives largely listed as activators;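 note: potency is the fitted concentration of half-maximal effect; plate controls were DMSO vehicle for no effect and reference control for full effect; nearly all actives have a fitted effect of over 55% in size; some results filed as inactive show a strong effect at the top dose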
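Cultures pregrown in 2.5% raffinose medium are shifted to minimal medium containing 2% galactose to express toxic FUS. Compounds are tested at several concentrations. After 24hr at 30C, growth is quantified at 600 nm absorbance.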
Abeta yeast res: compounds reversing amyloid beta toxicity in yeast. Potency, µM (top dose mostly 46.1 µM), without a hit: top-dose growth rescue, hits mostly activators. yeast expressing A-beta42, growth rescue, OD600, 48 h; response scale: 0% DMSO, 100% iron-clioquinol control. 0.063% of 410,000 active; note: potency is the fitted concentration of half-maximal effect; nearly all actives have a fitted effect of over 55% in size
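Growth rescue measured by 600 nm absorbance after 48 h yeast culture at 30 C with compound. Values normalized between DMSO and an equimolar ferric chloride plus clioquinol control.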
aSyn yeast inh: rescues yeast growth from alpha-synuclein toxicity; 0.14% of 370,000 active; Yeast expressing alpha-synuclein, growth rescue, BacTiter-Glo, 24 h; Potency, µM (series often up to 46.1 µM), without a hit: at the top dose growth rescue (activation), actives largely listed as activators; note: potency is the fitted concentration of half-maximal effect; % of control where 0% means no effect; nearly all actives have a fitted effect of over 65% in size
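Readout is rescue of growth in alpha-synuclein-expressing yeast, so inhibitors of toxicity appear as activators. Growth after 24 hr at 30 deg C in galactose medium is quantified by luminescence.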
* = called active by the depositor; [ ] = dose if it differs, or a comment. Unless noted, calls come from the whole dose curve; as a rule, active = well fitted curve in the direction sought with a large enough effect; inconclusive = small, poorly fitted or top-dose-only effect, or another doubt; inactive = no such curve, though single readings can be large; an effect the other way counts as inactive or inconclusive. Some of the compounds tested; rates above refer to the full screens.

For CCCCCCN(C(=O)CCl)c1ccccc1 the results were DRD3 antagonist -17, D3 ag -7, EPAC2 antagonist inconclusive, EPAC2 agonist 11%, TDP43 rescue inconclusive, FUS suppressor 10%, Abeta yeast res -18% and aSyn yeast inh -2%.
`Cc1c(-n2c(O)c(C3=c4ccccc4=NC3=O)sc2=O)c(=O)n(-c2ccccc2)n1C` gave DRD3 antagonist -21, D3 ag 3, EPAC2 antagonist -8%, EPAC2 agonist 0%, TDP43 rescue 24%, FUS suppressor -12%, Abeta yeast res -20% and aSyn yeast inh 6%.
For CCC(=O)N1CCN(c2ccc(NC(=O)c3ccc4ccccc4c3)cc2)CC1 the results were DRD3 antagonist -1, D3 ag 4, EPAC2 antagonist -5%, EPAC2 agonist -1%, TDP43 rescue -17%, FUS suppressor 2%, Abeta yeast res -15% and aSyn yeast inh -4%.
Screening COc1ccc(NC(=O)c2ccc([N+](=O)[O-])cc2[N+](=O)[O-])c(OC)c1 returned DRD3 antagonist 41, D3 ag 1, EPAC2 antagonist -3%, EPAC2 agonist 7%, TDP43 rescue 24%, FUS suppressor -16%, Abeta yeast res 15% and aSyn yeast inh -10%.
For CCN1CCN(CCCNC(=O)CCC(=O)N2CC(C)Oc3ccc(C)cc32)CC1 (stereo unspecified) the results were DRD3 antagonist 19, D3 ag 1, EPAC2 antagonist 7%, EPAC2 agonist 2%, TDP43 rescue -5%, FUS suppressor -7%, Abeta yeast res -8% and aSyn yeast inh 10%.
For CCOc1ccc2ccccc2c1/C=N/NC(=O)CNC(=O)c1ccccc1F the results were DRD3 antagonist -15, D3 ag -10, EPAC2 antagonist 3%, EPAC2 agonist 21%, TDP43 rescue -28%, FUS suppressor 11%, Abeta yeast res -7% and aSyn yeast inh -1%.
Screening CN(C)C1CN(Cc2cn(Cc3cccc(Cl)c3)nn2)S(=O)(=O)C1 (stereo unspecified) returned DRD3 antagonist 27, D3 ag 4, EPAC2 antagonist 4%, EPAC2 agonist -2%, TDP43 rescue 14%, FUS suppressor -1%, Abeta yeast res 1% and aSyn yeast inh -6%.
For CCc1ccc(/C=C2\SC(=S)N(CCCC(=O)Nc3ccc(C(=O)O)cc3)C2=O)cc1 the results were DRD3 antagonist -6, D3 ag 0, EPAC2 antagonist -19%, EPAC2 agonist 10%, TDP43 rescue -13%, FUS suppressor 34%, Abeta yeast res -6% and aSyn yeast inh 0%.
Cc1ccccc1CNCCCSc1ncccn1 was read as DRD3 antagonist -7, D3 ag -14, EPAC2 antagonist 1%, EPAC2 agonist 4%, TDP43 rescue -1%, FUS suppressor -16%, Abeta yeast res 12% and aSyn yeast inh 6%.
For CCOc1ccc(Br)cc1C(=O)N/N=C/c1cccc(C)n1 the results were DRD3 antagonist 4, D3 ag 0, EPAC2 antagonist -1%, EPAC2 agonist 12%, TDP43 rescue 16%, FUS suppressor -36%, Abeta yeast res 3% and aSyn yeast inh -2%.

Ordered by length of the SMILES (low to high): four of the compounds above.
Cc1ccccc1CNCCCSc1ncccn1 was read as DRD3 antagonist -7, D3 ag -14, EPAC2 antagonist 1%, EPAC2 agonist 4%, TDP43 rescue -1%, FUS suppressor -16%, Abeta yeast res 12% and aSyn yeast inh 6%.
For CCCCCCN(C(=O)CCl)c1ccccc1 the results were DRD3 antagonist -17, D3 ag -7, EPAC2 antagonist inconclusive, EPAC2 agonist 11%, TDP43 rescue inconclusive, FUS suppressor 10%, Abeta yeast res -18% and aSyn yeast inh -2%.
For CCOc1ccc2ccccc2c1/C=N/NC(=O)CNC(=O)c1ccccc1F the results were DRD3 antagonist -15, D3 ag -10, EPAC2 antagonist 3%, EPAC2 agonist 21%, TDP43 rescue -28%, FUS suppressor 11%, Abeta yeast res -7% and aSyn yeast inh -1%.
For CCC(=O)N1CCN(c2ccc(NC(=O)c3ccc4ccccc4c3)cc2)CC1 the results were DRD3 antagonist -1, D3 ag 4, EPAC2 antagonist -5%, EPAC2 agonist -1%, TDP43 rescue -17%, FUS suppressor 2%, Abeta yeast res -15% and aSyn yeast inh -4%.

Following part
`COCc1c(C(=O)OCC(=O)N2CCCC2=O)oc2ccccc12` gave DRD3 antagonist 6, D3 ag 0, EPAC2 antagonist 1%, EPAC2 agonist 0%, TDP43 rescue 15%, FUS suppressor -11%, Abeta yeast res -13% and aSyn yeast inh 4%.
O=[N+]([O-])c1ccc(Cl)cc1N/N=C/c1ccncc1 was read as DRD3 antagonist 19, D3 ag -1, EPAC2 antagonist 1%, EPAC2 agonist -5%, TDP43 rescue 5%, FUS suppressor -15%, Abeta yeast res -28% and aSyn yeast inh -35%[inhibitor].
`CCOC(=O)C1CCN(C(=O)c2ccc(OC3CCN(C(=O)CCOC)CC3)cc2)CC1` gave DRD3 antagonist -9, D3 ag 0, EPAC2 antagonist 7%, EPAC2 agonist 7%, TDP43 rescue 10%, FUS suppressor 12%, Abeta yeast res -4% and aSyn yeast inh 4%.
CC(=O)Nc1ccc(S(=O)(=O)N2C3CCCC2CC(NC(=O)C2CCCCC2)C3)cc1 (stereo unspecified) was read as DRD3 antagonist -12, D3 ag -1, EPAC2 antagonist 21%, EPAC2 agonist -6%, TDP43 rescue -1%, FUS suppressor 4%, Abeta yeast res -7% and aSyn yeast inh -6%.
For CCc1cccc(C)c1NC(=O)CSc1nnc(-c2cc3cc(Br)ccc3o2)n1CC the results were DRD3 antagonist 0, D3 ag -4, EPAC2 antagonist inconclusive, EPAC2 agonist 12%, TDP43 rescue -15%, FUS suppressor 14%, Abeta yeast res 16% and aSyn yeast inh -7%.
CC(=O)Nc1ccc(S(=O)(=O)N(C)CC(=O)OC(C)C(=O)NC2CCCC2)cc1 (stereo unspecified) was read as DRD3 antagonist 17, D3 ag 3, EPAC2 antagonist -16%, EPAC2 agonist -3%, TDP43 rescue 13%, FUS suppressor 3%, Abeta yeast res 4% and aSyn yeast inh 0%.
`Cc1ccc(-n2nc(C(=O)Nc3ccc(F)cc3F)c3c4ccccc4n(C)c3c2=O)cc1` gave D3 ag 5, TDP43 rescue 11%, FUS suppressor -18% and Abeta yeast res -9%.
Screening CC1(C(=O)NS(=O)(=O)C2CC2)CCCN(C(=O)c2ccccc2)C1 (stereo unspecified) returned DRD3 antagonist 15, D3 ag 3, EPAC2 antagonist 19%, EPAC2 agonist 4%, TDP43 rescue inconclusive, FUS suppressor -11%, Abeta yeast res 14% and aSyn yeast inh 7%.
CSc1ncccc1C(=O)N1CCN(S(=O)(=O)c2ccccc2)CC1 was read as DRD3 antagonist 7, D3 ag -14, EPAC2 antagonist -4%, EPAC2 agonist 13%, TDP43 rescue 0%, FUS suppressor 24%, Abeta yeast res -15% and aSyn yeast inh 5%.
`O=C(Nc1ccc(-c2cc3ccccc3oc2=O)c(Cl)c1)c1cccnc1` gave DRD3 antagonist 14, D3 ag 6, EPAC2 antagonist 3%, EPAC2 agonist 2%, TDP43 rescue -10%, FUS suppressor 33%, Abeta yeast res 24% and aSyn yeast inh 1%.
COC(=O)N1CCCc2cc(C)ccc21 was read as DRD3 antagonist 3, D3 ag -8, EPAC2 antagonist -9%, EPAC2 agonist 1%, TDP43 rescue 8%, FUS suppressor 1%, Abeta yeast res 20% and aSyn yeast inh -4%.
`CCOC(=O)[C@]12CCC=C1N(Cc1ccco1)C(=O)[C@H](CC(=O)NCc1ccc(C)o1)C2` gave DRD3 antagonist 26, D3 ag 3, EPAC2 antagonist 7%, EPAC2 agonist -1%, TDP43 rescue 16%, FUS suppressor 23%, Abeta yeast res -2% and aSyn yeast inh -7%.
`CNc1nnc(-c2cc3cc(Cl)ccc3oc2=O)s1` gave DRD3 antagonist -8, D3 ag 1, EPAC2 antagonist -1%, EPAC2 agonist -1%, TDP43 rescue 30%, FUS suppressor 4%, Abeta yeast res -5% and aSyn yeast inh 10%.
CCC(C)N=C1Sc2nc3ccc(C)cc3cc2CN1CCOC (stereo unspecified) was read as DRD3 antagonist 6, D3 ag -1, EPAC2 antagonist -3%, EPAC2 agonist 10%, TDP43 rescue -2%, FUS suppressor 29%, Abeta yeast res 8% and aSyn yeast inh 9%.
For CCn1nc(C)c(CNC(=O)CCc2nnc(-c3ccc(C(C)=O)s3)o2)c1C the results were DRD3 antagonist 5, D3 ag 7, EPAC2 antagonist 10%, EPAC2 agonist 4%, TDP43 rescue -7%[0.397 µM], FUS suppressor -1%, Abeta yeast res 12% and aSyn yeast inh -3%.
For O=C(NCCCc1ccncc1)C1CCC(=O)N(CCc2cccc(F)c2)C1 (stereo unspecified) the results were DRD3 antagonist 7, D3 ag -2, EPAC2 antagonist 5%, EPAC2 agonist 11%, TDP43 rescue 11%, FUS suppressor -11%, Abeta yeast res 11% and aSyn yeast inh -1%.
For CC1(C(=O)NCc2ccc(Cl)c(Cl)c2)Oc2cccnc2NC1=O (stereo unspecified) the results were DRD3 antagonist -8, D3 ag -2, EPAC2 antagonist -3%, EPAC2 agonist -6%, TDP43 rescue -8%, FUS suppressor 3%, Abeta yeast res -9% and aSyn yeast inh -12%.
For C/C=C(\C)C(=O)O[C@H](c1cc2ccc(=O)oc2cc1OC)[C@@H](O)C(C)(C)O the results were DRD3 antagonist 1, D3 ag -12, EPAC2 antagonist -2%, EPAC2 agonist 2%, TDP43 rescue 5%, FUS suppressor 10%, Abeta yeast res -3% and aSyn yeast inh 0%.
c1ccc(CNc2ccc(N3CCOCC3)cc2)cc1 was read as EPAC2 antagonist 3%, EPAC2 agonist 7%, FUS suppressor inconclusive and Abeta yeast res 3%.
Screening CCCN1C2CCCC1CC(NC(=O)c1ccccc1Br)C2 (stereo unspecified) returned DRD3 antagonist -11, D3 ag -11, EPAC2 antagonist -8%, EPAC2 agonist 16%, TDP43 rescue -1%, FUS suppressor 14%, Abeta yeast res -12% and aSyn yeast inh 9%.
`COc1cc(/C=C2\SC(c3ccc(C)cc3)=NC2=O)ccc1O` gave DRD3 antagonist -2, D3 ag -4, EPAC2 antagonist -13%, EPAC2 agonist 6%, TDP43 rescue -19%, FUS suppressor inconclusive, Abeta yeast res -19% and aSyn yeast inh -17%.
Cc1cc(C)c2nc(-c3ccccn3)cc(C(=O)NCc3ccco3)c2c1 was read as DRD3 antagonist 19, D3 ag 3, EPAC2 antagonist 4%, EPAC2 agonist -12%, TDP43 rescue 27%, FUS suppressor 16%, Abeta yeast res -5% and aSyn yeast inh 1%.
